RXFP1 agonist = agonists of human relaxin receptor RXFP1; Q9HBX9; HEK293T-RXFP1 cAMP TR-FRET, 30 min; response scale: percent of porcine relaxin response, buffer zero; Potency, µM (titrated, usually from 57.5 µM), for inactives: at the highest dose activation, actives largely listed as activators; actives 0.3% (n = 370,000); AID 2676; also: potency is read from the fitted curve at half-maximal effect; % is scaled to controls: 0 for no effect and ±100 for the full control effect; nearly all actives have a fitted effect of over 60% in size; many of its hits are not listed in these tables
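HEK293 cells stably expressing RXFP1, treated 30 min at 37C with compounds plus PDE4 inhibitor Ro 20174; cAMP measured by HTRF TR-FRET. Normalized to buffer and 29 nM porcine relaxin; EC50 by Hill fit.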
Apoferritin bind = candidate novel general anesthetic via apoferritin binding. actives 0.074% (n = 350,000). apoferritin/1-aminoanthracene competitive binding, fluorescence. P02791. Potency, µM (series often up to 77.5 µM), for the others: at the top dose activity change, negative = displacement, hits mostly inhibitors; also: potency is read from the fitted curve at half-maximal effect; % is scaled to controls: 0 for no effect and ±100 for the full control effect; nearly all actives have a fitted effect of over 20% in size
Target sequence (P02791 2-175 limits assumed): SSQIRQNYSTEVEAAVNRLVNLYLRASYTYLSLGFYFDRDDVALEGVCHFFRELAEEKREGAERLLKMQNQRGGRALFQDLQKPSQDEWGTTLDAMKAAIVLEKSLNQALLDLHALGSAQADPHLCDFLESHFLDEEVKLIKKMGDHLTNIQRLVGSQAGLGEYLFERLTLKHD
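Steps: apoferritin (10 uM) was premixed with half-saturated 1-AMA in PBS, compounds were pin-transferred, plates stood 10 min at room temperature, fluorescence was read at 380/535 nm, and curves were fitted with a Hill equation.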
D1 PAM = human D1 dopamine receptor positive modulation. actives 0.036% (n = 360,000). P21728. potentiation, % at 10 µM. HEK293 TREx D1 cells, calcium flux, dopamine EC20 potentiation. AID 504651; in the data active = potentiation above about 30%; also: 0% is about no effect
Target sequence (P21728 whole entry, looked up): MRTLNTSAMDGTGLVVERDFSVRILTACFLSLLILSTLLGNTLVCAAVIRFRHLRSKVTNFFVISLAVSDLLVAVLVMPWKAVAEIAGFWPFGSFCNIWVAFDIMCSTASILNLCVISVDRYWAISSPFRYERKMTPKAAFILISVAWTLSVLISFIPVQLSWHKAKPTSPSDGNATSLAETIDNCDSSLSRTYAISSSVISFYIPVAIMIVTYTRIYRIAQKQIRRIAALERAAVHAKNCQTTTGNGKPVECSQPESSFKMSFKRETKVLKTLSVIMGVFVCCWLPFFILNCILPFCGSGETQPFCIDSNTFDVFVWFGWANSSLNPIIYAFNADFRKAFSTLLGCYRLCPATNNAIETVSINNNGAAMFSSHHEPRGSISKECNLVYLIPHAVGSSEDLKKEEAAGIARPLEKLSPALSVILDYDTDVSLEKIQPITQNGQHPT
RXFP1 antagonist = RXFP1 (human) relaxin receptor antagonism | Q9HBX9 | HEK293-RXFP1, relaxin-stimulated cAMP HTRF, 30 min; active compounds read low | activity change, negative = inhibition, % at 57.5 µM | actives 0.59% (n = 350,000);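 active = activity change of -60% or lower, but not beyond a set lower limit; inconclusive = change between -60% and -40%, or beyond the set limit; inactive = change above -40%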; also: % is scaled to controls: 0 for no effect and ±100 for the full control effect
D1 antagonist = human D1 dopamine receptor antagonism; P21728; HEK293 TREx D1 cells, calcium flux, dopamine EC80; active compounds read low; activity change, negative = inhibition, % at 10 µM; actives 3.2% (n = 360,000); AID 504652; in the data active = activity change below about -30%; also: % is scaled to controls: 0 for no effect and ±100 for the full control effect
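After overnight tetracycline induction at 30 C, force-coupled D1 HEK293 cells took up a no-wash calcium dye at room temperature. Compounds were added and monitored 180 s, and the response to EC80 dopamine was then recorded.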
TRHR agonist = TRH receptor (human) agonism. activation, % at 2 µM. P34981. TRHR cells, calcium flux fluo-8, FDSS agonist mode. actives 0.18% (n = 360,000). AID 493084; in the data active = activation above about 30%; also: 0% is about no effect
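Steps: seed TRHR cells overnight; add fluo-8 no-wash Ca dye, RT 30 min–1.5 h; record 10 s baseline; pin-transfer compounds; monitor fluorescence 1 cycle/s for the agonist window. Calcium increases flag candidate agonists.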
TRHR PAM = allosteric enhancers of human TRH receptor | AID 493056 | TRHR cells, fluo-8 calcium fluorescence, EC20 TRH enhancement | actives 0.66% (n = 360,000) | P34981 | enhancement, % at 2 µM; in the data active = enhancement above about 30%; also: 0% is about no effect
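Enhancer read-out: after compound pinning and an initial kinetic agonist-mode read, an EC20 of TRH (10 nM final) was injected and fluo-8 calcium signal (Ex 480/Em 530) followed at 1 s/cycle for 100 cycles in TRHR-expressing cells.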
D2 potentiator = positive allosteric modulators of human D2 dopamine receptor. actives 0.34% (n = 340,000). HEK293 T-REx D2, calcium flux, EC20 dopamine potentiation. AID 485347. potentiation, % at 10 µM;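 active = potentiation over 3 SD above the plate norm, cut at about 30% in these data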; also: 0% is about no effect
Target sequence (P14416 whole entry, looked up): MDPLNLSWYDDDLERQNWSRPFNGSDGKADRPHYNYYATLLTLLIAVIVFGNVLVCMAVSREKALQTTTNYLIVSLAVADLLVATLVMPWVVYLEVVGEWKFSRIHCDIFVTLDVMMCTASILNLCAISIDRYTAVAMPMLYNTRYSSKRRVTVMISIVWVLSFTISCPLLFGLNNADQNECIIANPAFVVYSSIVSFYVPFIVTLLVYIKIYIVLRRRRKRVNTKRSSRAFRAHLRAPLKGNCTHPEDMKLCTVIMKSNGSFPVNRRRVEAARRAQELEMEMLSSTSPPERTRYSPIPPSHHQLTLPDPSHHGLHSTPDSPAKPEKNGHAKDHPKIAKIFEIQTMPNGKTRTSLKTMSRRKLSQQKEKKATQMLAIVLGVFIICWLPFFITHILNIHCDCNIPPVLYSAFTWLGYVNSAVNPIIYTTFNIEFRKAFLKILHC
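Potentiation of an EC20 dopamine calcium response is measured in a force-coupled, tetracycline-inducible Hek293 Trex D2 line. Compound-only kinetic reads over 180 s flag agonists before dopamine addition.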
D1 agonist = agonists of human D1 dopamine receptor. actives 1% (n = 360,000). P21728. activation, % at 2 µM. HEK293 T-REx D1 cells, calcium flux, agonist mode; in the data active = activation above about 30%; also: 0% is about no effect
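Inducible HEK293 T-REx D1 cells, force-coupled to calcium signalling, were plated at 4000 cells/well with tetracycline and held overnight at 30 C. After no-wash calcium dye loading, compound-evoked calcium rise over 180 s flagged agonists.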
* marks the source's active call; other numbers are inactive results; ? = inconclusive; nt = no result given; [ ] = dose if it differs, or a comment. Unless noted, calls follow the shape of the dose curve; as a rule, active = well fitted curve in the direction sought with a large enough effect; inconclusive = small, poorly fitted or top-dose-only effect, or another doubt; inactive = no such curve, though single readings can be large; an effect the other way counts as inactive or inconclusive.

SMILES	RXFP1 agonist	Apoferritin bind	D1 PAM	RXFP1 antagonist	D1 antagonist	TRHR agonist	TRHR PAM	D2 potentiator	D1 agonist
O=c1ccc(-c2nc3ccccc3n2Cc2ccc(Cl)cc2)c[nH]1	-2.2%	-10%	6	-13	-7	1.2	49*	-17	1
Cc1ccc(C(=O)Nc2ncc(C)s2)s1	-0.3%	-8%	3	-5	15	0.6	4	18	1
Cc1c(Cl)cccc1-n1ncc(C(=O)N2CCc3ccccc3C2)c1C1CCN(C(=O)OC(C)(C)C)CC1	2.5%	-12%	-4	-7	-16	-1.1	6	nt	4
CC(C)CN(C(=O)CCc1ccccc1Cl)c1c(N)n(Cc2ccccc2)c(=O)[nH]c1=O	3.9%	nt	0	-3	6	1.4	4	5	2
O=C(COC(=O)c1ccc([N+](=O)[O-])cc1Cl)NC(=O)c1ccccc1	0.0%	nt	-4	-15	5	-0.1	-1	-2	1
COc1cccc2c1Oc1ncccc1N(c1ccc(C(=O)NCc3ccccc3Cl)s1)C2	?	318%[activator]	-5	-3	4	-0.7	-9	10	4
CCCCn1c(=S)[nH]c2ncccc2c1=O	-1.5%	-5%	0	-29	-8	0.8	-4	1	4
Cc1ccc(C)c(NC(=O)CCc2ccc(C)o2)c1	-1.0%	-9%	-5	15	-1	-0.4	-13	10	2
Cc1ccccc1-n1nc2c(c1NC(=O)c1cccc(F)c1)CS(=O)C2 (configuration not stated)	0.4%	-3%	nt	nt	3	0.4	-1	5	1
Cc1ccc(-c2cc(C(=O)NCc3cccs3)no2)cc1	-0.3%	5%	-8	-14	-6	0.0	3	-5	4
CCCN1CCC(=O)N(CCO)CC1	-0.4%	-2%	-6	nt	-15	0.0	-4	4	6
CC(C)(C)OC(=O)N1CCC(c2c(C(=O)N3CCN(c4ccccc4F)CC3)cnn2-c2ccccc2Cl)CC1	-0.5%	8%	0	-5	12	0.2	12	1	0
COc1ccc(/C=C/C(=O)NC(=S)Nc2ccc(N3CCN(C(C)=O)CC3)cc2)cc1	2.9%	-2%	-3	8	1	0.5	5	12	1
CCOC(=O)c1c(-c2ccccc2)oc2ccc(NS(=O)(=O)c3ccc(C)cc3C)cc12	12%	-11%	1	-10	9	0.3	4	-17	6
COc1ccc(/C(C)=N/OCC(=O)N=Nc2c(O)[nH]c3ccc(Br)cc23)cc1	-0.2%	-13%	1	-2	-15	0.1	6	1	2
CC1(C)N=C2C(=[N+]1[O-])CCC/C2=N\O	2.6%	-2%	2	-4	-1	0.8	2	nt	1
COC(=O)CNC(=O)COC(=O)Cc1ccc(Cl)cc1	-0.3%	4%	-1	-2	4	0.0	-2	2	1
O=C(C1CCN(S(=O)(=O)c2ccccc2F)CC1)N1CCCC1	-0.1%	nt	5	7	3	0.6	7	nt	1
CCc1ccc(NC(=O)N(Cc2c[nH]c3ccccc23)C2CCCCCC2)cc1	0.7%	57%[activator]	-2	-4	6	2.3	5	23	20
CN1CCC(=O)N(CCOc2ccccc2)CC1	0.9%	-10%	-5	nt	-8	-0.2	3	-2	3
COc1ccc2oc(=O)c(C(C)=O)cc2c1	4.1%	136%[activator]	-3	-6	7	-0.1	5	-4	0
COCCn1c(C)cc(C(=O)CSc2nnc(C)s2)c1C	0.2%	-16%	0	1	-3	-0.5	5	13	2
Cc1ccc2c(=O)c(C(=O)c3ccc(Cl)cc3)cn(CC(=O)Nc3ccc4c(c3)OCCO4)c2n1	30%	-11%	3	-9	-2	1.4	-12	-6	6
COc1ccc(Br)cc1CN1CCN(C(=O)c2ccc(OC)c(OC)c2)CC1	3.9%	-9%	-7	-6	-4	-0.1	1	nt	0
COCCN(Cc1cc2cc3c(cc2nc1Cl)OCO3)C(=O)Nc1ccccc1OC	3.1%	-14%	0	-1	-18	-1.1	-8	6	1
SMILES	RXFP1 agonist	Apoferritin bind	D1 PAM	RXFP1 antagonist	D1 antagonist	TRHR agonist	TRHR PAM	D2 potentiator	D1 agonist
Cc1cc(C)c(OCCN(C)Cc2ccccc2)c(Br)c1	-1.2%	-8%	-16	-12	-3	0.4	1	-25	4
COc1ccc(CN(C(=O)c2cc3ccccc3oc2=O)C2CCCC2)cc1	1.8%	-5%	-2	3	13	-0.6	2	2	-3
CN(C)Cc1nc2ccccc2c(=O)n1Cc1nc(-c2cc3ccccc3o2)cs1	3.9%	?	-1	-38	13	-0.6	-2	-1	4
O=C(c1cc2cc([N+](=O)[O-])ccc2s1)N1CCOCC1	1.9%	-9%	-3	1	-16	0.6	-3	8	6
O=[N+]([O-])c1ccccc1NCCNS(=O)(=O)c1ccc(Cl)cc1	-1.1%	1%	1	-4	-20	-0.1	-5	-2	6
Nc1ccc(NC(=O)NC2CCCCC2)cc1	-0.8%	-10%	-9	-17	12	0.9	2	-16	2
N#C/C(=C(/O)c1ccc(C(=O)c2ccccc2)cc1)c1nc2ccccc2[nH]1	0.9%	1%	-3	-8	-8	1.4	-3	4	0
CCN(CC)c1ccc(C=Nc2ccc(N(C)C)cc2)c(O)c1	-0.1%	?	-4	?	nt	-0.1	-4	-11	-1
Cc1cc(C)n2cc(CSc3ccccn3)nc2n1	1.8%	-4%	2	0	-10	0.0	-1	10	0
CC(C)N(CCNCc1nnc(-c2ccccc2)o1)C(C)C	0.5%	-10%	-5	5	-15	1.3	-5	0	3
CC1CN(C(=O)CCC(=O)N2CCCCC2)c2ccccc2O1 (configuration not stated)	-0.6%	-14%	6	6	20	0.0	2	7	1
Cc1cccc(NC(=O)N2CCC(CN3CCOCC3)CC2)c1C	3.9%	-2%	0	-3	1	0.7	3	nt	0
COc1ccc(C2C(C#N)=C3NC(=O)c4c(sc5c4CCCCC5)N3C3=C2C(=O)CC(C)(C)C3)cc1 (configuration not stated)	2.4%	-23%	-4	-2	5	0.3	-2	-5	1
CCC(C(=O)NC1CCCC1)N(C(=O)c1snc(C(N)=O)c1N)c1ccc(OC)cc1 (configuration not stated)	?	-6%	-3	6	-27	-0.5	-3	nt	-1
N/C(=N\c1nc2ccccc2o1)NC(=O)c1ccc(Cl)cc1	-1.2%	3%	3	-7	-3	0.1	3	-8	3
CC(=O)c1nn(-c2ccc(Br)cc2)cc1C(=O)c1ccccc1	-1.1%	6%	-4	-6	1	1.3	-1	-8	8
N#Cc1cccc2cccc(S(=O)(=O)N3CCOCC3)c12	2.7%	nt	-7	-3	-22	-0.1	-1	-4	2
CN1CCN(C(=O)c2ccccc2NC(=O)C(C)(C)C)CC1	-0.4%	0%	-2	-3	-16	0.4	1	0	2
CN1CCN(c2ccccc2NC(=O)c2cccc([N+](=O)[O-])c2)CC1	6.2%	-10%	-7	nt	-4	0.0	3	-6	1
Cc1ccc(N2C(=O)c3ccccc3C2O)nc1 (configuration not stated)	0.5%	-9%	2	nt	8	0.4	3	-6	0
CC(C)CCOc1ccc(C(=O)CCNC(C)C(=O)O)cc1 (configuration not stated)	0.9%	-3%	-3	nt	4	-0.1	5	3	4
O=C1CCN(C(=O)c2ccccc2)C2CCCCC12 (configuration not stated)	0.1%	-10%	11	-8	-3	0.3	8	3	3
CC(O)CNc1nc2c(c(=O)n(C)c(=O)n2C)n1CCc1ccccc1 (configuration not stated)	3.3%	-4%	-3	-1	-7	-0.7	-1	13	-3
Clc1nccnc1N/N=C/c1ccc(Br)cc1	3.3%	-3%	-4	4	-12	-0.1	2	-1	2
Nc1n[nH]c2ccccc12	-0.5%	-2%	0	-6	5	1.1	1	-5	3
C[C@H]1CC[C@H]2C(=O)N3[C@H](c4ccccc4Br)[C@@H](C)CC[C@H]3C(=O)N2[C@@H]1c1ccccc1Br	0.2%	-10%	6	nt	10	-0.3	0	6	-1
O=[N+]([O-])c1ccc(N2CCN(S(=O)(=O)c3ccccc3)CC2)cc1N1CCc2ccccc2C1	0.7%	-4%	5	3	5	0.1	4	2	-1
COCCCNc1nc(-c2ccc(Cl)cc2)nc2ccccc12	1.6%	-18%	-3	-22	12	-3.4	4	10	2
Cc1ccc2nc(C3CCCCC3)[nH]c2c1	3.9%	?	-5	11	2	-0.3	1	2	-1

3 entries out of the list, arranged by heavy-atom count, smallest number first.
SMILES	RXFP1 agonist	Apoferritin bind	D1 PAM	RXFP1 antagonist	D1 antagonist	TRHR agonist	TRHR PAM	D2 potentiator	D1 agonist
CC(C)CCOc1ccc(C(=O)CCNC(C)C(=O)O)cc1 (configuration not stated)	0.9%	-3%	-3	nt	4	-0.1	5	3	4
O=C(COC(=O)c1ccc([N+](=O)[O-])cc1Cl)NC(=O)c1ccccc1	0.0%	nt	-4	-15	5	-0.1	-1	-2	1
COc1cccc2c1Oc1ncccc1N(c1ccc(C(=O)NCc3ccccc3Cl)s1)C2	?	318%[activator]	-5	-3	4	-0.7	-9	10	4

Compounds from the list above containing an NH in an aromatic ring:
SMILES	RXFP1 agonist	Apoferritin bind	D1 PAM	RXFP1 antagonist	D1 antagonist	TRHR agonist	TRHR PAM	D2 potentiator	D1 agonist
O=c1ccc(-c2nc3ccccc3n2Cc2ccc(Cl)cc2)c[nH]1	-2.2%	-10%	6	-13	-7	1.2	49*	-17	1
CC(C)CN(C(=O)CCc1ccccc1Cl)c1c(N)n(Cc2ccccc2)c(=O)[nH]c1=O	3.9%	nt	0	-3	6	1.4	4	5	2
CCCCn1c(=S)[nH]c2ncccc2c1=O	-1.5%	-5%	0	-29	-8	0.8	-4	1	4
COc1ccc(/C(C)=N/OCC(=O)N=Nc2c(O)[nH]c3ccc(Br)cc23)cc1	-0.2%	-13%	1	-2	-15	0.1	6	1	2
CCc1ccc(NC(=O)N(Cc2c[nH]c3ccccc23)C2CCCCCC2)cc1	0.7%	57%[activator]	-2	-4	6	2.3	5	23	20
N#C/C(=C(/O)c1ccc(C(=O)c2ccccc2)cc1)c1nc2ccccc2[nH]1	0.9%	1%	-3	-8	-8	1.4	-3	4	0
Nc1n[nH]c2ccccc12	-0.5%	-2%	0	-6	5	1.1	1	-5	3
Cc1ccc2nc(C3CCCCC3)[nH]c2c1	3.9%	?	-5	11	2	-0.3	1	2	-1

These rows are one share of the data; the hit share may differ from the screen's.
